GAA glycogen mod – GAA glycogen-cleavage inhibition or activation | hit rate 0.38% among 300,000 | AID 2100 | recombinant GAA, glycogen substrate, Amplex Red glucose oxidase fluorescence | Potency, µM (top dose mostly 76.4 µM), for inactives: at the top dose activity change, negative = inhibition, actives largely listed as inhibitors;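 further: potency means the concentration at half of the fitted maximal effect; 0% = full enzyme reaction and -100% = no-enzyme basal signal; the screen sought inhibitors and activators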
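Recombinant human alpha-glucosidase (4 nM final) hydrolysed bovine liver glycogen (30 ug) for 40 min at 37 C in pH 5.0 citrate/phosphate with 0.01% Tween-20. Released glucose detected by glucose oxidase/Amplex Red, Ex 573/Em 610 nm. Compounds up to 77 uM; AC50 from Hill fits.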
HttQ103 aggreg – reduces HttQ103-GFP aggregates in PC12 cells. PC12 HttQ103-GFP aggregates, Acumen cytometry, 40 h. hit rate 1.1% among 220,000. Potency, µM (titrated, usually from 46.1 µM), for inactives: top-dose activity change, negative = inhibition, hits mostly inhibitors; further: potency means the concentration at half of the fitted maximal effect; on the % scale 0 is the no-effect control and ±100 the full control effect; nearly all actives have a fitted effect of over 60% in size
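Aggregates are detected as GFP objects 1–25 µm with signal 6 STDEV over background in lysates of induced PC12 cells. These carry Huntingtin exon 1 with 103 glutamines fused to GFP under an ecdysone promoter; compounds titrated.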
HTT cytoprotect – Huntington cell model cytoprotection by ATP luminescence | PC12 HTT-Q103 induced, cytoprotection, ATP luminescence, 40 h | Potency, µM (highest dose often 56.4 µM), inactives show cytoprotection (ATP increase), most hits filed as activators | hit rate 0.14% among 230,000;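 further: potency means the concentration at half of the fitted maximal effect; % of control where 0% means no effect; nearly all actives have a fitted effect of over 45% in size; toxic huntingtin expression switched on by the ecdysone agonist tebufenozide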
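Cells were plated at 1500 per well in phenol red-free DMEM with 5% equine and 5% calf serum. Tebufenozide (100 nM final) and compounds were added, then ATPlite reagent, and luminescence was read.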
Lamin A splicing – modulators of lamin A splicing | Potency, µM (doses to about 46.1 µM), for inactives: at the highest dose ratio change, negative = inhibition, usual class: inhibitors | HeLa LMNA splicing GFP/RFP minigene ratio, 48 h | hit rate 0.01% among 200,000 | AID 1487; active means well fitted inhibition curve with a large enough effect in the signal ratio, with a control signal flat, not every such curve was filed as active; inconclusive means small, poorly fitted or top-dose-only effect, or effect the other way, or a change in a side signal; the % refers to the signal ratio; further: potency means the concentration at half of the fitted maximal effect; on the % scale 0 is the no-effect control and ±100 the full control effect
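S3 HeLa cells stably expressing lamin A-EGFP splicing minigene plus DsRed2, 600 cells/well, 48 h compound exposure at 37C. Laser-scanning cytometry; analysed as GFP (500-530 nm)/RFP (575-640 nm) total intensity ratio; 0.5% DMSO vehicle.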
CBFb-RUNX1 inh – CBF-beta/RUNX1 interaction disruption | AlphaScreen CBFb-His/RUNX1-biotin binding, biochemical | 230,000 tested, under 10 active | Potency, µM (doses to about 59.8 µM), for the others: at the top dose activity, negative = inhibition, usual class: inhibitors; further: % of control where 0% means no effect
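Read-out: AlphaScreen. Format: His-CBF-beta with biotinylated RUNX1 (30 nM each) preincubated 20 min, compound 15 min, Ni-chelate plus streptavidin beads 90 min; room temperature throughout.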
GAA spleen mod – inhibits or activates alpha-glucosidase in human spleen homogenate. P10253. human spleen homogenate, 4-MU-alpha-glucoside fluorescence. Potency, µM (highest dose often 79.9 µM), for inactives: top-dose activity change, negative = inhibition, most hits filed as inhibitors. hit rate 0.006% among 240,000. AID 2112;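 further: potency means the concentration at half of the fitted maximal effect; 0% = enzyme with vehicle and -100% = no enzyme basal signal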
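Human spleen homogenate (1 ug) with 4-methylumbelliferyl-alpha-D-glucopyranoside (1 mM final) in 50 mM citrate/phosphate pH 5.0, 0.01% Tween-20; 40 min at 37 C. Stopped at pH 10; 4-MU fluorescence Ex 365/Em 440 nm; AC50 by Hill fit.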
GAA inhib – alpha-glucosidase (human) inhibition; P10253; purified human GAA, 4-MU-alpha-glucoside fluorescence; Potency, µM (highest dose often 76.9 µM), for the others: top-dose activity change, negative = inhibition, hits mostly inhibitors; hit rate 0.005% among 200,000; AID 1466;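 further: potency means the concentration at half of the fitted maximal effect; plate controls were uninhibited enzyme wells for no effect and no-enzyme background for full effect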
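Fluorogenic assay: 4 nM human alpha-glucosidase with 400 uM 4-methylumbelliferyl-alpha-D-pyranoside in 50 mM citrate/phosphate, 0.005% Tween-20, pH 5.0, 20 min at room temperature. Compounds tested up to 77 uM; AC50 from Hill fits.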
The depositor's hits bear a star; u = inconclusive; x = no result given; & = joins results of further samples; [ ] = remark or other dose. Unless noted, the call rests on the fitted dose curve; in most records, active means well fitted curve in the direction sought with a large enough effect; inconclusive means small, poorly fitted or top-dose-only effect, or another doubt; inactive means no such curve, though single readings can be large; an effect the other way counts as inactive or inconclusive.

molecule | HttQ103 aggreg | Lamin A splicing | CBFb-RUNX1 inh | HTT cytoprotect | GAA glycogen mod | GAA spleen mod | GAA inhib
N#CC1=C(N)OC2=C(C(=O)CC(c3ccco3)C2)C1c1ccc(OCc2c(F)cccc2Cl)cc1 (centres undefined) | u | 14% | -28% | -16% | 3% | -12% | -11%
CCOc1ccc(C2C3=C(CCCC3=O)OC(N)=C2[N+](=O)[O-])cc1 (centres undefined) | -8%[9.22 µM] | x | 1% | 18%[10 µM] | 4% | 4% | x
Cc1cc(NC(=O)CCN2C(=O)/C(=C/c3ccccc3Cl)SC2=S)no1 | 9% | -14% | -2% | 0%[10 µM] | 8% | -3% | -1%
CCOc1ccc(CCNC(=O)c2cc3sccc3n2CC)cc1OCC | -19% | u | 1% | -27% | 6%[76.3 µM] | -2% | -12%
C=CCn1cc(C(=O)NCc2ccc3c(c2)OCO3)c(=O)c2cc(S(=O)(=O)N(CC)CC)ccc21 | 0% | u | 5% | x | -4% | 1% | 3%
O=C(O)c1ccc(N2C(=O)C3C4c5ccccc5C(Br)(c5ccccc54)C3C2=O)cc1 (centres undefined) | 5%[9.22 µM] | u | -5% | -2%[10 µM] | -12% | 8% | -5%
COc1ccc(/C=C/C(=O)NCCOc2ccccc2OC)cc1 | 7% | 5% | 1% | -16%[0.074 µM] | 4% | -4% | u
Cc1cccc(C)c1NC(=O)NC1(C(=O)N2CCOCC2)CCCCC1 | -4% | x | 0% | -19% | 2% | -1% | -1%
CCOC(=O)C1CCN(C(=O)CC2C(=O)N(Cc3ccccc3)C(C)c3nc4ccccc4n32)CC1 (centres undefined) | -6% | 2% | 4% | 7% | -4% | -13% | -5%
CC(O)CN(C)CC/C=C1/c2ccccc2CSc2ccccc21 (centres undefined) | 8.9µM* | u | 2% | 6%[10 µM] | -1% | -9% | u
C/C(Cl)=C/Cn1c(N2CCCC2)nc2c1c(=O)n(C)c(=O)n2C | -16% | u | -2% | -9% | -1% | 1% | -12%
CCOC(=O)c1c(NC(=O)Cn2c(C)nc3ccccc32)sc2c1CCC2 | 0% | -14% | 7% | 9%[10 µM] | -4% | 4% | 1%
O=C(O)CCCC(=O)Nc1cccc(C(F)(F)F)c1 | -14% | 3% | -5% | -18% | 4% | -2% | 5%
CN(CC(=O)O/N=C(\N)c1ccccn1)S(=O)(=O)c1ccccc1 | 4% | 3% | 0% | 7% | -2% | -19% | 4%
COc1cccc(C2CCCN2Cc2nc(-c3cnccn3)no2)c1 (centres undefined) | 1%[9.22 µM] | 6%[46 µM] | 2% | 15%[10 µM] | 16% | -14% | -2%
Cc1ccc(C)n1Cc1ccccc1Cl | 5% | -19%[46 µM] | 2% | u | 16% | 3% | 2%
CC(C)NCCOCCSc1ccc(Cl)cc1 | -6% | 6% | 4% | 1% | 14% | -1% | -2%
NC(=O)CSc1ncc(-c2ccc([N+](=O)[O-])cc2)[nH]1 | -7% | x | 8% | -33%[inhibitor] | 7% | 0% | -7%
CCOc1ccc(N(CC(=O)Nc2cccc(F)c2)S(=O)(=O)c2c(C)noc2C)cc1 | u | 5% | 5% | -29% | 4% | -5% | u
N#Cc1cccc(Oc2ccc(-c3cnc4ccccc4n3)cc2)c1C#N | -17% | -8% | -6% | 18%[10 µM] | -6% | 3% | -1%
CS(=O)(=O)N(CC(=O)N1CCCCCC1)c1ccc2c(c1)OCCO2 | -10% | -7% | 13% | 13% | -1% | -5% | 1%
N[C@@H](C(=O)O)c1ccc(C(=O)O)c(O)c1 | x | x | 14%[21.7 µM] | 4% | x | -5% | x
Cc1c(CNC(=O)C2CC2)c(-n2cccc2)n(Cc2ccccc2)c1C | 16% | u | -38% | u | 2% | x | 0%
CCOc1cc(OCC)cc(C(=O)Nc2cccnc2)c1 | -10% | 5% | 7% | -14% | 6% | -6% | -7%
O=C(C1CCN(S(=O)(=O)c2cccc3nsnc23)CC1)N1CCc2ccccc21 | -14% | -6% | -5% | -45%[inhibitor] | -4% | -4% | -12%

Next section.
molecule | HttQ103 aggreg | Lamin A splicing | CBFb-RUNX1 inh | HTT cytoprotect | GAA glycogen mod | GAA spleen mod | GAA inhib
N/C(=N\OC(=O)CC1CCCCC1)c1ccc([N+](=O)[O-])cc1 | -2% | 9% | -4% | -1%[0.074 µM] | -10% | 1% | 2%
C=C(C)Cn1c(SCC(=O)O)nnc1-c1ccc(C(C)(C)C)cc1 | 2% | 0% | 3% | -11% | 2% | 3% | -7%
CC(C)C[C@H](NC(=O)OC(C)(C)C)C(=O)N1CCC(C(=O)N[C@@H](Cc2ccccc2)C(=O)O)CC1 | -7% | 6% | 6% | 8% | 2% | 8% | -26%
O=C(c1ccccc1)N1CCN(C2CC3CCC2C3)CC1 (centres undefined) | 8% | 1% | 5% | 5%[10 µM] | 5% | 2% | u
CC1CCCCN1C(=O)/C=C/c1ccccc1[N+](=O)[O-] (centres undefined) | -2%[9.22 µM] | x | -3% | -18%[10 µM] | 9% | 3% | u
COc1cccc(C(=O)Nc2cccc(OCC(=O)c3ccccc3)c2)c1 | -9%[9.22 µM] | x | 8% | -43%[inhibitor] | 0% | -4% | 5%
CC(=O)N/C(=C\c1ccccc1)C(=O)OCC(=O)NC1CCCC1 | 19% | -3% | -5% | 15%[10 µM] | 19% | -11% | -2%
COc1ccc(/C=N/NC(=O)c2ccn[nH]2)cc1Cn1nc(C)c([N+](=O)[O-])c1C | -5%[9.22 µM] | x | 3% | 6%[10 µM] | -1% | -2% | x
Cc1cc(C(=O)Nc2nc(-c3ccccn3)cs2)ccc1[N+](=O)[O-] | -21% | x | x | -136%[inhibitor] | 4% | -2% | -5%
CC(C)NS(=O)(=O)c1ccc(OCC(=O)Nc2ccc(F)cc2F)cc1 | 10% | 0% | 4% | 11% | -6% | -2% | -2%
Cc1ccc(S(=O)(=O)c2c(N)n(Cc3ccco3)c3nc4ccccc4nc23)cc1 | u | u | 6% | 8% | -3% | 16% | u
CCOc1ccc(CN(C)CC(=O)Nc2cc(C)c(C)cc2[N+](=O)[O-])cc1 | u | u | u | -22% | 8% | 0% | -10%
Cc1[nH]c(=O)[nH]c(=O)c1S(=O)(=O)N1CCC(C(=O)NC(C)c2ccccc2)CC1 (centres undefined) | 10% | 4% | 8% | x | 5% | 0% | -4%
CC(=O)NCc1ccc(-c2csc(N)n2)s1 | -3% | 6% | 12% | 6% | -2% | 9% | 8%
O=S1(=O)CCN(C(CO)c2ccccc2)CC1 (centres undefined) | -13% | x | -13% | -57%[inhibitor] | -9% | x | -3%
C=C(C)[C@H]1CC=C(C)C(=O)C1 | x | x | 5%&5%[21.7 µM] | 0%[1.9 µM] | x | 3%&-7% | x
COc1ccc(NC(=O)/C(=C\c2ccc(OS(=O)(=O)c3ccc(C)cc3)cc2)NC(=O)c2ccccc2)cc1 | 0% | 0% | -3% | -20% | 4% | -16% | -3%
CC1C2(C)OC(=N)C(C#N)(C(C)O2)C1(C#N)C#N (centres undefined) | 20%[9.22 µM] | x | 6% | 6%[10 µM] | 2% | u | x
CC1=NN(C(=S)Nc2ccccc2)C(c2ccccc2)C1 (centres undefined) | 22% | 8% | -3% | x | 6% | -1% | u
CCCN1Cc2cccc(C(=O)Nc3ccc4c(c3)OCCO4)c2C1=O | -6% | 1% | 4% | 4% | -10% | 1% | -3%[15.4 µM]
COc1ccccc1NC(=O)COc1ccccc1C(=O)c1cnn(-c2ccccc2)c1 | -17% | u | -1% | -11%[10 µM] | 1% | -2% | -7%
CC(C)c1csc(CN2CCC(N3CCC(C(=O)N4CCOCC4)CC3)CC2)n1 | -13%[9.22 µM] | 3%[46 µM] | 7% | -9%[10 µM] | 12% | -1% | u

Screening results: PubChem BioAssay, National Center for Advancing Translational Sciences (NCATS)
